Bioassay records as filed in PubChem.
MPTP inh: mitochondrial permeability transition pore inhibitors, primary screen, biochemical, isolated mouse mitochondria, absorbance. Ca2+ swelling absorbance, 30 min. inhibition, % at 10 µM. hit rate 1.4% among 360,000. AID 602449, 2012;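 active means inhibition of 50% or more, scaled per plate between neutral and stimulator controls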;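 further: 0% = DMSO wells given calcium and 100% = 1 mM EGTA wells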
SENP8 block: human SENP8 protease inhibitors, primary screen, biochemical, fluorescence, Nedd8 protein substrate, uHTS. Sentrin-specific protease 8 (Homo sapiens), Q96LD8. hit rate 0.64% among 360,000. recombinant SENP8. inhibition, % at 20 µM. AID 602440, 2012; in the data active means inhibition mostly above about 40%, no sharp cut-off; inactive means mostly below about 27%
Target sequence (Q96LD8 whole entry, looked up): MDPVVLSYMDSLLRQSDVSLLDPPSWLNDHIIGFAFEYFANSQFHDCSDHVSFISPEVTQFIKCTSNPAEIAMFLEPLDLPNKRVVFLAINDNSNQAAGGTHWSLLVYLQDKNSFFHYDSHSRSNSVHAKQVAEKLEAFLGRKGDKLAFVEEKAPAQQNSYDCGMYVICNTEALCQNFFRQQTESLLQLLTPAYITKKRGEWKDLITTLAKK
SENP1 FRET inh: human SENP1 catalytic domain inhibitors, primary screen, biochemical, FRET, uHTS; Sentrin-specific protease 1 (Homo sapiens), Q9P0U3; recombinant SENP1 catalytic domain, CyPet-SUMO1-YPet FRET cleavage; inhibition, % at 10 µM; hit rate 0.21% among 360,000;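 active means inhibition at least 30% at 10 µM, raw YFP signal under a set limit, fluorescence ratio 0.5 to 1.5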;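 further: 0% = enzyme with DMSO and 100% = no enzyme wells; some results filed as inactive read as strong as hits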
Target sequence (Q9P0U3 419-644 limits assumed): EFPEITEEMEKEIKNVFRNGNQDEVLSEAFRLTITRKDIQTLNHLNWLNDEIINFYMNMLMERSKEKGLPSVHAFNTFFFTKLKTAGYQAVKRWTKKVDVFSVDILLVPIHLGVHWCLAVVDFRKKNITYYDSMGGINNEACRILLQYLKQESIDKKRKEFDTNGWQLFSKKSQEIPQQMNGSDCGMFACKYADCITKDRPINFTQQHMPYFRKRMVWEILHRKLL
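System: Recombinant human SENP1 catalytic domain, His6-tagged | Incubation: Enzyme reaction for 50 min at room temperature, dark | Medium: Tris pH 8 with BME, BSA, NP40 and catalase | Also added: 25 nM SUMO1 FRET substrate | Compound: 10 µM single point, 0.5% DMSO | Measured by: FRET fluorescence in CFP and YFP emission channels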
* marks the source's active call; other numbers are inactive results; i = inactive. The list is partial (hit frequency here may not be typical).

SMILES | MPTP inh | SENP8 block | SENP1 FRET inh
COc1ccc(CCCNC(=O)C2Cc3c(-c4cccc(C(N)=O)c4)ccnc3O2)cc1 (stereo not given) | -0.6 | 6 | 2
COc1ccc(Cc2c(C(C)(C)C)nc3ccc(Br)cn23)c(C)c1 | 3.2 | 4 | -4
CN(Cc1ccccc1)C(=O)[C@@H]1CCCN1C(=O)[C@@H]1CCCN1C(=O)c1ccccc1 | 0.2 | 13 | -2
COC(=O)[C@@]12C[C@@H](CC(=O)NCC3CCCCC3)C(=O)N(Cc3cccc4ccccc34)C1=CCC(C)(C)C2 | -0.6 | 24 | 0
CCOC(=O)C1(C)CCN1C(=O)c1ccc(SC(F)(F)F)cc1 (stereo not given) | 0.6 | 8 | 1
CCOC(=O)[C@]12CCC=C1N(Cc1ccc3c(c1)OCO3)C(=O)[C@H](CC(=O)N1CCSCC1)C2 | -1.5 | 13 | -1
CC(=O)CC1c2cc(F)ccc2C=C(c2ccsc2)N1c1ccc(C#CC2(O)CCCCC2)cc1 (stereo not given) | 2.6 | -408 | -3
COc1ccc(-c2ccc3nncn3c2)cn1 | 0.4 | 6 | 0
COc1ccc(-c2c(Sc3ccccc3)c3cc(-c4ccc5c(c4)OCO5)ccc3n2C)cc1 | 0.6 | -212 | 30
CCOP(=O)(OCC)C(Cc1ccccc1)N=C(c1ccccc1)c1ccccc1 (stereo not given) | 0.1 | 4 | -1
CCOC(=O)[C@]12CCC=C1N(Cc1cccc3ccccc13)C(=O)[C@H](CC(=O)NCC13CC4CC(CC(C4)C1)C3)C2 | -1.1 | 10 | 0
O=C(C(=Cc1ccccc1)c1ccccc1)c1ccccc1 | -0.1 | 21 | 1
CCCCC(=O)N(C)c1c(C)nc2ccc(C(=O)NCCN(C)C)cn12 | -0.6 | -8 | 0
Cc1cccc(CN2CCN(C3CN(Cc4cn(Cc5ccccc5)nn4)S(=O)(=O)C3)CC2)c1 (stereo not given) | 0.9 | 5 | 2
CCCNC(=O)c1cc2c(c(-c3cccc(-c4ccc(F)cc4)c3)n1)[C@H](CCO)N(S(=O)C(C)(C)C)C2 (stereo not given in full) | -0.9 | 9 | 1
OC[C@@H]1CN(Cc2ccccc2)C[C@H](n2ccc3c(N4CCCC4)ncnc32)O1 | -2.7 | 17 | 1
CC1(C(=O)NC2CCCCC2)CCC(=O)N1C1CCN(Cc2ccccc2)CC1 (stereo not given) | 0.3 | 5 | 1
COc1cccc(C(NC(C)=O)c2nc(-c3cc4ccccc4o3)cs2)c1 (stereo not given) | 0.4 | 15 | 3
COc1ccc(NS(=O)CCCc2ccccc2)cc1 (stereo not given) | 0.2 | 32 | -2
CCC(=O)Nc1ccc2c(c1)OC[C@@H](C)NC[C@@H](C)[C@@H](OC)CN(C)C2=O | 2.7 | 13 | 0
CC(C)(O)C#Cc1cccc(-c2nc(C(=O)NCCCN3CCOCC3)cc3c2[C@H](CCO)N(S(=O)C(C)(C)C)C3)c1 (stereo not given in full) | -0.2 | -14 | -5
Cc1ccc2nc(C(C)(C)C)c(Cc3cccc(F)c3)n2c1 | 0.2 | -248 | -9
Clc1ccccc1Nc1nc(NCc2ccccc2)nc2ccsc12 | 9.8 | -425 | 1
CN(C)CCCNc1nc2cc(-c3ccccc3)sc2c(=O)n1C | -0.2 | -91 | 2
O=C(Nc1nnc([C@H]2C[C@H](O)[C@@H](CO)O2)s1)c1cccc(OC(F)(F)F)c1 | -0.4 | 1 | 7

Three structures out of the list, ordered by molecular weight, rising:
SMILES | MPTP inh | SENP8 block | SENP1 FRET inh
COc1ccc(-c2ccc3nncn3c2)cn1 | 0.4 | 6 | 0
O=C(C(=Cc1ccccc1)c1ccccc1)c1ccccc1 | -0.1 | 21 | 1
COc1ccc(Cc2c(C(C)(C)C)nc3ccc(Br)cn23)c(C)c1 | 3.2 | 4 | -4

(next part)
SMILES | MPTP inh | SENP8 block | SENP1 FRET inh
COc1ccc(-n2nnnc2C2c3ccccc3C(=O)N2C2CCN(Cc3ccccc3)CC2)cc1 (stereo not given) | -0.7 | 8 | -6
CCc1nc2ccc(C(=O)N(C)CCCN(C)C)cn2c1N(C)CCCc1ccccc1 | 4.1 | 5 | 0
CCc1nc2ccc(C(=O)NCCCn3ccnc3)cn2c1N(CC)CCN(C)C | -0.4 | -15 | -40
CCOC1=C2CN(S(=O)(=O)c3ccc(C)cc3)[C@H](c3cccc4ccccc34)C[C@H]2C(C#N)(C#N)C(C#N)(C#N)C1 | -6.0 | -27 | -73
Cc1cc(F)ccc1-c1cc(C(=O)NCc2ccccc2)[nH]n1 | -0.3 | 4 | 4
COc1ccc(NC(=O)C2Cc3c(-c4cccc(F)c4)ccnc3O2)cc1OC (stereo not given) | 68* | 13 | 2
OC[C@@H]1CN(CCN2CCOCC2)C[C@H](n2cnc3c(NC4CCCC4)ncnc32)O1 | -0.2 | 7 | 0
COC(=O)c1ccc2cc(F)cc(C)c2n1 | -0.2 | -7 | 3
COc1cc(CN2C[C@@H](CO)O[C@@H](n3cnc4c(NCCCO)ncnc43)C2)cc(OC)c1OC | 0.3 | 0 | 3
CCc1nc2ccc(C(=O)N3CCN(S(=O)(=O)CC)CC3)cn2c1N(CC)Cc1cccc(Br)c1 | 0.3 | 6 | -3
CC(=O)c1cccc(NC(=O)C2Cc3c(-c4ccc5c(c4)OCO5)ccnc3O2)c1 (stereo not given) | 1.6 | -5 | -1
COC(=O)C1(C(=O)OC)C/C=C\CCN(S(=O)(=O)c2ccccc2[N+](=O)[O-])CC1 | -0.8 | 1 | 2
CCC(CC)CN1CCC(CN2C(=O)C(=O)NC[C@@H]2CC(C)C)CC1 | 0.1 | 11 | -2
O=C(NCC[C@@H]1CC[C@@H](NC(=O)c2cnccn2)[C@@H](CO)O1)c1ccc2c(c1)OCO2 | 0.8 | 16 | 2
CCCCC[C@H](C)N1C[C@@H](COCc2ccccc2)Oc2cc(N3CCC[C@@H]3CO)ccc2S1(=O)=O | 0.2 | 9 | 0
Cc1ccc(OCCNC(=O)[C@H]2O[C@@H](n3ccc(=O)[nH]c3=O)[C@H](O)[C@@H]2O)cc1C | -2.8 | 22 | 0
COC(=O)[C@H](CC(C)C)NC(=O)CC[C@H]1O[C@@H](n2cc(C)c(=O)[nH]c2=O)C[C@@H]1O | -1.8 | 19 | -1
COc1ccc(C2Nc3cccc(O)c3C(=O)N2Cc2ccccc2)cc1COc1ccc(NC(C)=O)cc1 (stereo not given) | -0.3 | -17 | -1
CCc1nc2c(OCc3cccc(Cl)c3)cccn2c1N(C)C(=O)Nc1ccccc1OC | 0.9 | 3 | -2
OC(c1cc(F)cc(Cl)c1)c1ncc(-c2ccccc2Cl)[nH]1 (stereo not given) | 19 | 4 | 0
CC(C)c1ccc(CC(=O)N2CCC2(C)C(=O)NCCC#N)cc1 (stereo not given) | -0.6 | 17 | 0
COc1ccc(NC(=O)c2cc(-c3cc(F)ccc3OC(C)C)n[nH]2)c(C)c1 | -0.6 | 25 | 2
CCCCN(C=O)c1c(CC)nc2c(OCCn3cccc3)cccn12 | 1.5 | -5 | -11
FC(F)(F)c1ccc(-c2nc3ccccc3s2)cc1 | 1.8 | -27 | 1
CC1(C)OC(=O)C2=C(C[C@@H](CCc3ccccc3)O[C@H]2CCc2cccc(Cl)c2)O1 | 1.6 | 10 | -1

In another format: 7 of the compounds above
The line under a structure holds: MPTP inh	SENP8 block	SENP1 FRET inh
Cc1cc(F)ccc1-c1cc(C(=O)NCc2ccccc2)[nH]n1
→ -0.3	4	4
COc1ccc(NC(=O)C2Cc3c(-c4cccc(F)c4)ccnc3O2)cc1OC (stereo not given)
→ 68*	13	2
OC[C@@H]1CN(CCN2CCOCC2)C[C@H](n2cnc3c(NC4CCCC4)ncnc32)O1
→ -0.2	7	0
COC(=O)c1ccc2cc(F)cc(C)c2n1
→ -0.2	-7	3
COc1cc(CN2C[C@@H](CO)O[C@@H](n3cnc4c(NCCCO)ncnc43)C2)cc(OC)c1OC
→ 0.3	0	3
CCc1nc2ccc(C(=O)N3CCN(S(=O)(=O)CC)CC3)cn2c1N(CC)Cc1cccc(Br)c1
→ 0.3	6	-3
CC(=O)c1cccc(NC(=O)C2Cc3c(-c4ccc5c(c4)OCO5)ccnc3O2)c1 (stereo not given)
→ 1.6	-5	-1

Carrying on.
SMILES | MPTP inh | SENP8 block | SENP1 FRET inh
COC(=O)[C@]12CCCCC=C1N(CCC1=CCCCC1)C(=O)[C@H](CC(=O)NCc1ccccc1)C2 | -1.2 | 18 | 2
O=c1c(-c2cccs2)nc2ccccc2n1C(CCc1ccccc1)c1nc2ccccc2[nH]1 (stereo not given) | 4.5 | -434 | -97
COCCc1ccc(OC2(C)CCN(Cc3cccc(OCOC)c3)C2)cc1 (stereo not given) | 1.2 | 1 | -3
CCC(OC(=O)c1ccc(S(C)(=O)=O)c([N+](=O)[O-])c1)C(=O)NC1C2CC3CC(C2)CC1C3 (stereo not given) | -1.4 | 18 | 2
Cc1ccc(-c2nc3cc(C)c(Br)c(C)n3c2CC2CCCCC2)cc1 | 0.6 | 11 | 4
COc1cccc(CN2CCC2(C)C(=O)Nc2cccc3cccnc23)c1OC (stereo not given) | -2.2 | -70 | 1
CCCCn1nnnc1C1(C)CCC(=O)N1CC(F)(F)F (stereo not given) | -0.6 | 5 | 0
CCCCNC(=O)C[C@@H]1C[C@@]2(C(=O)OCC)CCC=C2N(Cc2ccc3c(c2)OCO3)C1=O | 0.4 | 14 | 2
C#CCNC(=O)C[C@@H]1C[C@@]2(C(=O)OC)CC(C)(C)CC=C2N(Cc2ccccc2)C1=O | 1.3 | 11 | 4
CCc1nc2ccc(C(=O)N3CCN(C(=O)c4ccco4)CC3)cn2c1N(C)Cc1cccs1 | -0.3 | 2 | -4
CC(C)C[C@@H](CN1CCC[C@@H]1CN1C(=S)NC[C@@H]1Cc1ccccc1)N1C[C@H](Cc2ccc(O)cc2)N(CC2CCCCCC2)C1=S | 2.3 | 17 | 3
OC(c1ccccc1)(c1nc(-c2cccc(C(F)(F)F)c2)cs1)C(F)(F)F (stereo not given) | 2.4 | 13 | 2
CCC(C(=O)Nc1c(C)cccc1C)n1c(-c2cc(C)cs2)nc2ccccc21 (stereo not given) | 2.3 | -401 | 0
COc1cc(OC)c(C2C=CC(=O)CC2)c(OC)c1 (stereo not given) | 1.0 | 2 | 0
CC(c1nc2ccccc2[nH]1)n1c(=O)c(-c2cccs2)nc2ccccc21 (stereo not given) | 4.2 | -399 | -118
CC1(Cc2cccc(C(N)=O)c2)C(=O)Nc2c(Cl)cccc21 (stereo not given) | -2.5 | -5 | 2
CC(C)(C)c1ccc(C(=O)N2CCC2(C)C(=O)NCc2cccc3ccccc23)cc1 (stereo not given) | -0.1 | 16 | -1
O=C(C[n+]1ccc2ccccc2c1)c1ccc2ccc3ccccc3c2c1 | 1.0 | -71 | 1
CCOC1=C2[C@@H](CN(S(=O)(=O)c3ccc(C)cc3)[C@H]2c2ccccc2F)[C@H]2C(=O)N(CC)C(=O)[C@H]2C1 | -0.7 | 9 | 13
CC(=O)NC(c1ccccc1)c1nc(-c2ccccc2)cs1 (stereo not given) | -0.4 | 11 | 1
CSc1ccccc1-c1cnc2cccnn12 | -2.5 | i | -3
Nc1[nH]c(C(=O)c2ccccc2)c(-c2ccc(Br)cc2)c1C(=O)NC1CCCCC1 | 0.5 | 0 | -1
CCCCC[C@@H](C)N1C[C@@H](COCc2ccccc2)Oc2cc(N3CC[C@@H](O)C3)ccc2S1(=O)=O | 2.6 | 8 | 1
CC(C)NC(=O)N(C)C[C@@H]1OCCCC[C@@H](C)Oc2ccc(NC(=O)Nc3ccc(F)cc3)cc2C(=O)N([C@H](C)CO)C[C@@H]1C | -0.3 | 22 | 2
CCc1nc2ccc(C(=O)N(CC)CCN(C)C)cn2c1N(C)Cc1ccc(OC)cc1 | -0.5 | 2 | -1
Carrying on:
SMILES | MPTP inh | SENP8 block | SENP1 FRET inh
CC(C)CN1CCC1(C)C(=O)Nc1cccc(C#N)c1 (stereo not given) | 0.4 | 4 | -2
COC[C@H]1CCCN1[C@H]1CS(=O)(=O)N[C@@H]1COCc1ccccc1 | 1.9 | 10 | -1
COc1ccc([C@@H]2CC(=O)[C@@H]3CN(S(=O)(=O)c4ccc(Cl)cc4)[C@H](c4ccc(C)cc4)C[C@@H]3N2S(=O)(=O)c2ccccc2)cc1 | 1.6 | 13 | 4
COc1ccc(CNC(=O)c2ccc(-c3cnn(C)c3)c3ccoc23)cc1OC | 0.7 | -12 | 0
CCCC(=O)N1CCC1(C)C(=O)Nc1ccccc1C(C)(C)C (stereo not given) | 0.2 | 0 | 1
Cc1ccc(F)c(S(=O)(=O)NC(=O)C2(C)CCN2C(=O)c2ccc(C(F)(F)F)nc2C)c1 (stereo not given) | 0.0 | 2 | 3
CCCCNC(=O)C1(C)CCN1C(=O)c1ccncc1 (stereo not given) | 0.4 | 1 | 4
CC(C)(C)OC(=O)NCc1ccc(NC(=O)c2nc[nH]c2C(=O)Nc2cc(Br)ccc2F)cc1 | 3.8 | 8 | 1
Cc1cc(C(=O)N2CCCC(C)(C(=O)NS(=O)(=O)C3CC3)C2)nn1C(C)(C)C (stereo not given) | -0.7 | 12 | 2
CC(C)(C)n1nnnc1C(c1ccccc1)N1CCN(c2ccc(F)cc2)CC1 (stereo not given) | 1.8 | 10 | 4
CC(C)Nc1nc(-c2ccccc2F)c2sc(-c3ccccc3)cc2n1 | 0.2 | i | -165
